Screening data: PubChem BioAssay, Sanford-Burnham Center for Chemical Genomics
GPR55 beta-arrestin – selective activators of receptor GPR55 – imaging, U2OS cells, beta-arrestin-GFP redistribution, primary screen (AID 1961); U2OS GPR55 beta-arrestin-GFP redistribution imaging; higher % means a stronger effect; activation, % at 10 µM, or EC50 in µM where a hit was titrated; actives 0.048% (n = 290,000);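 active = activation above 40% with more than 50 cells counted in the well; inconclusive = wells holding fewer than 50 cells, flagged as toxic or sparse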;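 also: U2OS osteosarcoma cells stably expressing GPR55 and beta-arrestin-GFP; plate controls were DMSO negative control for no effect and LPI positive control for full effect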
GPR55 antagonists – GPR55 antagonists blocking LPI-driven arrestin recruitment, primary screen, imaging, U2OS, beta-arrestin-GFP, LPI agonist (AID 2013); U2OS GPR55 beta-arrestin-GFP translocation imaging, LPI antagonism; higher % means a stronger effect; actives 0.13% (n = 290,000); one-dose inhibition, % at 10 µM; IC50 in µM for titrated hits;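 active = spots per cell inhibited over 60%, with over 100 cells counted and total cytoplasm intensity under 500,000; inconclusive = wells with under 100 cells, flagged as likely toxic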;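 also: U2OS cells stably carrying GPR55 and arrestin-GFP stimulated by 5 µM LPI near EC80; imaged beta-arrestin-GFP aggregate spots per cell after agonist stimulation; plate controls were LPI-stimulated DMSO wells for no effect and DMSO wells without LPI for full effect; some results filed as inactive read as strong as hits; confirmed hits need IC50 under 10 µM and bright autofluorescent wells are also inconclusive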
SIAH1 antagonists – Siah-1 peptide-binding antagonists, primary screen, biochemical, fluorescence polarization, rhodamine-plectin, uHTS (AID 1817) | Siah-1 / rhodamine-plectin peptide fluorescence polarization; higher % means a stronger effect | displacement, % at 20 µM, or IC50 in µM where a hit was titrated | actives 0.02% (n = 290,000);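 active = displacement of at least 50% at 20 µM, with a fluorescence ratio check between 0.3 and a set limit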;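 also: plate controls were Siah plus tracer with DMSO for no effect and tracer alone without Siah for full effect; strong numbers were not always called active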
NOD1 inhibition – NOD1 signaling inhibitors, primary screen, cell-based, luminescence, uHTS (AID 1578). NOD1-driven NF-kB luciferase reporter cells, luminescence; higher % means a stronger effect. inhibition, % at 4 µM, or EC50 in µM where a hit was titrated. actives 1% (n = 290,000); in the data active = inhibition mostly above about 36%, no sharp cut-off; inactive = mostly below about 34%;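 also: HEK-293T reporter cells stimulated with the NOD1 agonist gamma-tri-DAP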
AID2073 – inhibitors of Mint1-CaV2.2 protein interaction, biochemical, HTRF (AID 2073); actives 0.19% (n = 290,000); inhibition, % at 20 µM, or IC50 in µM where a hit was titrated; HTRF protein-protein interaction, Mint1-CaV2.2; higher % means a stronger effect; in the data active = inhibition mostly above about 51%, no sharp cut-off; inconclusive = no clear call, values can overlap the other calls; inactive = mostly below about 53%; also: some results filed as inactive read as strong as hits
GPR35 arrestin U2OS – inhibition of zaprinast-stimulated GPR35 beta-arrestin translocation – imaging, U2OS, beta-arrestin-GFP, zaprinast agonist, primary screen (AID 2058). U2OS GPR35 beta-arrestin-GFP translocation imaging, zaprinast antagonism; higher % means a stronger effect. inhibition, % at 10 µM, or IC50 in µM where a hit was titrated. actives 0.052% (n = 290,000);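 active = inhibition of at least 50% with at least 30 cells and total cytoplasm GFP at most 10,000,000; inconclusive = under 30 cells or total GFP of 10,000,000 plus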
KOR beta-arrestin-1 – KOR agonists, beta-arrestin recruitment, primary screen, cell-based, luminescence, uHTS (AID 1777) | KOR beta-arrestin recruitment, luminescence; higher % means a stronger effect | activation, % at 10 µM; hits with a dose series show EC50 in µM | actives 0.02% (n = 280,000); in the data active = activation above about 50%, passing the limit was not always enough; also: a part of the inactive calls stands beside numbers as strong as those of hits
HIV peptide binding – inhibitors of HIV fusion peptide binding, primary screen, biochemical, uHTS, fluorescence dequenching (AID 1986) | cell-free peptide binding, fluorescence dequenching, 30 min; higher % means a stronger effect | inhibition, % at 20 µM, or IC50 in µM where a hit was titrated | actives 0.3% (n = 290,000); in the data active = inhibition mostly above about 52%, no sharp cut-off; inactive = mostly below about 76%; also: some results filed as inactive read as strong as hits
KOR beta-arrestin-2 – kappa opioid receptor blockers – cell-based, luminescence, uHTS (AID 1778); KOR beta-arrestin recruitment, luminescence, antagonist mode; higher % means a stronger effect; inhibition, % at 10 µM; hits with a dose series show IC50 in µM; actives 0.091% (n = 290,000); in the data active = inhibition above about 50%; also: strong numbers were not always called active
An asterisk follows results filed as active; ? = inconclusive; / = not tested or not shown; [ ] = another dose, or the depositor's remark.

SMILES | GPR55 beta-arrestin | GPR55 antagonists | SIAH1 antagonists | NOD1 inhibition | AID2073 | GPR35 arrestin U2OS | KOR beta-arrestin-1 | HIV peptide binding | KOR beta-arrestin-2
CCCCOCCCNC(=O)c1ccc(NC(C)=O)cc1 | -0.1% | 13% | 15% | -12% | -8% | -11% | -0.4% | 1.9% | 5%
O=C(Cn1cc(C(=O)C(F)(F)F)c2ccccc21)N1CCOCC1 | -0.2% | -2% | -3% | -32% | 1% | -1% | 1.5% | -0.2% | -1%
Cc1cccc(CCNC(=O)C2CCCN(S(=O)(=O)c3cnc[nH]3)C2)c1 (configuration not stated) | 2.8% | 5% | 0% | -17% | 7% | 1% | -1.4% | 0.6% | -46%
O=C1CC(c2ccc(Cl)cc2)SC(N(c2ccccc2)c2ccccc2)=N1 (configuration not stated) | -0.4% | 25% | -4% | -7% | 4% | -7% | 5.0% | 1.8% | 8%
CCC(=O)Nc1nc(C)c(-c2csc(Nc3cccc(O)c3)n2)s1 | -0.1% | 14% | -2% | 4% | 3% | 4% | -4.2% | -1.9% | 17%
CCn1c(SCC(=O)N2c3ccccc3Sc3ccccc32)nc2c1c(=O)n(C)c(=O)n2C | -0.1% | -8% | 3% | -6% | -5% | -12% | 0.8% | -2.4% | -16%
COc1cc(C)ccc1OCCCOc1ccccc1Cl | -0.1% | 1% | 3% | / | -5% | 8% | 2.6% | 1.1% | -21%
CC12CC3CC(C)(C1)CC(C(=O)NNC(=O)c1ccncc1)(C3)C2 | -0.1% | 13% | 2% | -38% | 6% | 8% | 4.2% | -1.5% | 2%
CCOC(=O)c1nnc(-c2ccc(C)cc2)nc1Oc1ccc(Cl)cc1Cl | / | 22% | 5% | -5% | 2% | 3% | 1.1% | 2.4% | 25%
CC(O)CNc1nc2c(c(=O)n(Cc3ccc(Cl)cc3)c(=O)n2C)n1C (configuration not stated) | 0.2% | -4% | -2% | 8% | 3% | 13% | -3.5% | 0.7% | -4%
CC(=O)Nc1ccccc1NC(=O)c1ccc(C)cc1C | -0.1% | 14% | 4% | -17% | -3% | -14% | -2.2% | -2.0% | 10%[20 µM]
CC(C)N(Cc1cnn(C)c1)Cc1nc(COc2ccccc2)no1 | 0.0% | 16% | -1% | -18% | 34% | 8% | / | 1.0% | -17%[20 µM]
COc1ccc(CCCC(=O)N/N=C/c2cccc(OC)c2O)cc1C | 0.2% | 11% | -8% | 6% | 8% | -4% | -2.4% | -1.7% | 5%
Cc1ccc(C)c(OCC(=O)Nc2ccccc2C(=O)NC2CC2)c1 | -0.1% | 9% | 7% | -29% | 4% | 10% | 2.8% | 0.6% | -12%
O=C(O)CN1C(=O)CSc2ccccc21 | 0.1% | 1% | 2% | 14% | 4% | -2% | 14% | 0.5% | 34%
O=C(C1=C[C@H](C2CC2)C[C@H](OCc2ccc(CO)cc2)O1)N1CCOCC1 | 0.5% | 2% | 3% | -11% | 0% | 3% | -1.2% | -0.8% | 9%
COC(=O)Cn1c(CN(Cc2ccccc2)Cc2ccccc2)nc2c1c(=O)[nH]c(=O)n2C | 0.2% | 24% | -3% | 20% | 5% | 15% | 0.4% | -1.3% | -8%
O=C(COC(=O)c1cnccn1)c1ccc(Br)cc1 | 0.7% | 8% | 0% | 7% | -3% | -2% | -5.9% | 0.0% | 10%
O=C(c1cc(-c2cccs2)on1)N1CCOCC1 | 0.8% | 18% | 3% | -44% | 12% | 6% | -3.4% | 1.6% | -4%
Cc1cc(-c2nnc(SCCC(=O)Nc3ccccc3)o2)no1 | 0.3% | -1% | 4% | -26% | 10% | 10% | 0.7% | 4.6% | -2%
CCN1CCN(C(=O)CCc2nnc(CCCCc3ccccc3)o2)[C@@H](C)C1=O | 0.0% | -6% | 6% | -16% | 2% | 2% | -1.5% | -1.2% | 22%[20 µM]
COC(=O)CCNc1n[nH]c(=O)[nH]c1=O | 0.9% | -2% | 4% | -20% | 2% | 2% | -4.8% | 2.1% | -33%
Cc1nc(N)sc1N=Nc1ccccc1C(F)(F)F | -0.2% | -1% | -3% | 7% | 3% | 10% | -4.0% | -5.7% | -9%
CC(C)n1c(=S)[nH]c2cc(C(F)(F)F)ccc21 | -0.4% | -3% | -3% | 4% | -35% | -7% | -1.9% | -1.1% | -7%
CCN(CC)C(=O)c1sc(NC(=O)c2ccc3c(c2)OCO3)c(C#N)c1C | 0.3% | 1% | -1% | 4% | 5% | -2% | -3.4% | -0.3% | -5%
COc1cc(O)oc1C=Nc1ccc(Oc2ccccc2)cc1 | -0.1% | 8% | 0% | / | -4% | -30% | -4.9% | -2.4% | 17%
COc1ccc(C(C)=O)cc1CSc1nnc(Nc2ccccc2C)s1 | 0.1% | 1% | 12% | 0% | 1% | 1% | -2.2% | 0.8% | /
CCCn1nnnc1NCc1ccc(OC)cc1OC | 0.1% | 4% | 1% | -28% | -5% | 14% | 0.9% | -1.4% | -24%[20 µM]
CCOC(=O)c1n[nH]n2c1nc(=S)c1ccccc12 | -0.3% | -9% | 2% | -11% | -23% | -2% | -3.9% | -2.7% | -2%
CN(C)C(CNC(=O)c1ccc2c(c1)S(=O)(=O)c1ccccc1C2=O)c1ccco1 (configuration not stated) | 0.8% | 7% | 5% | -13% | -2% | 1% | 0.2% | 3.1% | -7%
CCNS(=O)(=O)c1ccc(OCCNS(C)(=O)=O)cc1 | 1.4% | -4% | 0% | -1% | -3% | 0% | 3.7% | -0.6% | -7%
Cc1ccc(C)c(NC(=O)CSc2ncnc3nc[nH]c23)c1 | -0.3% | 9% | 1% | -5% | -5% | -18% | -0.9% | 1.6% | 3%
N/C(=N\OC(=O)c1cccc2ccccc12)c1cccnc1 | -0.1% | 14% | 2% | -31% | -6% | -1% | / | 0.6% | -30%[20 µM]
Nc1ccc2oc(-c3ccccc3Cl)cc(=O)c2c1O | 0.6% | 10% | 31% | -40% | 9% | 0% | -1.6% | 5.9% | 16%
COc1ccc(/C=C2\SC(=S)N(CCC(=O)Nc3ccc(O)cc3)C2=O)cc1 | 0.5% | 3% | 2% | 10% | 62% | 5% | -3.2% | 4.1% | -10%[20 µM]
COc1cc(CN2CCN(CCc3ccccc3)C(CCO)C2)cc(OC)c1 (configuration not stated) | 0.2% | 1% | 0% | -44% | 72% | 13% | 2.0% | 0.6% | -41%
CCOC(=O)CN=C/C(C(=O)Nc1nccs1)=C(/C)O | -0.1% | 2% | -2% | -2% | -3% | -8% | -4.2% | -1.2% | -19%[20 µM]
CCCCOC(=O)c1cc(=O)[nH]c(=O)[nH]1 | 0.1% | 10% | -3% | -25% | 9% | 8% | -0.5% | 0.4% | -2%
CC(=O)NCCc1nc2cc(NC(=O)c3ccccc3Cl)ccc2n1C | -0.1% | 2% | -4% | -16% | -5% | -2% | -3.2% | -1.0% | 8%
O=C(Nc1ccccc1N1CCCCC1)c1cccs1 | -0.1% | 18% | 1% | -7% | 0% | 6% | -4.0% | 0.8% | 40%
Cc1ccc(NC(=O)COC(=O)C(NS(=O)(=O)c2ccc(Cl)cc2)C(C)O)c(Br)c1 (configuration not stated) | -0.8% | -8% | 0% | -22% | -9% | 15% | 20% | -2.1% | -17%
Cc1ccccc1-c1nc(CS(=O)CC(=O)NC2CCCC2)c(C)o1 (configuration not stated) | 0.1% | 18% | 0% | -17% | -1% | 4% | -3.0% | 0.0% | -4%
Cc1ccc(-c2nc3cccnc3o2)cc1NC(=O)COc1ccc(Cl)cc1C | -0.1% | 2% | 0% | -86% | 17% | -12% | -0.3% | -1.4% | -41%
COc1cccc(OCc2cc(C(=O)NC(C)c3cnn(C)c3C)no2)c1 (configuration not stated) | -0.2% | 0% | 3% | -31% | -6% | -13% | 0.3% | 0.8% | -40%
O=c1c2ccccc2sc2nc(C3CCCCC3)n(Cc3ccco3)c(=O)c12 | 0.0% | -10% | -6% | 26% | 27% | 1% | 2.8% | 8.1% | -11%
CN(C)c1nc(N)nc(CSc2nnnn2-c2ccccc2)n1 | -0.1% | 1% | 4% | -16% | -2% | 2% | 5.9% | 1.2% | -4%
Cc1ccc(CN2C(=O)C(C)Oc3ccccc32)cc1 (configuration not stated) | 0.4% | 6% | 10% | -8% | -10% | 22% | / | -1.2% | 9%[20 µM]
CCOC(=O)c1c(C)oc2ccc(NS(=O)(=O)c3cccs3)cc12 | 0.7% | -7% | 1% | 7% | -1% | -4% | -0.1% | 5.8% | -39%
Cc1cc(C)c2c(C)c(C(=O)NCc3ccc(S(N)(=O)=O)cc3)oc2c1 | 0.2% | -6% | 4% | -23% | 21% | -12% | 0.1% | -0.8% | -47%[20 µM]
O=C(Nc1ccc(F)cc1F)c1ccc2ncsc2c1 | -0.1% | 10% | 1% | -38% | 0% | 0% | -3.0% | 0.5% | -30%
Remaining list, next part.
SMILES | GPR55 beta-arrestin | GPR55 antagonists | SIAH1 antagonists | NOD1 inhibition | AID2073 | GPR35 arrestin U2OS | KOR beta-arrestin-1 | HIV peptide binding | KOR beta-arrestin-2
COc1cc2c(cc1NCc1ccccn1)oc1ccccc12 | 0.3% | 0% | 4% | -33% | 17% | 8% | -3.9% | 4.1% | 12%
N/C(=N\NC(=O)Nc1ccc(Cl)cc1)c1ccccn1 | -0.2% | 8% | -1% | -22% | 1% | 8% | 1.7% | 1.3% | 1%
O=C(Nc1ccc(C2SCCS2)cc1)c1ccccc1 | 0.3% | 16% | 15% | -14% | 7% | -7% | 2.3% | 4.1% | 15%
CSc1ccc(CN(C)C(=O)C(c2ccccc2)c2ccccc2)cc1 | 0.0% | 16% | 6% | 2% | 14% | 8% | -4.1% | 2.0% | 30%
N/C(=N\OC(=O)CCCc1ccccc1)c1ccc(Br)cc1 | 0.1% | 5% | 5% | -14% | 7% | -5% | -0.7% | -0.2% | 24%
O=C(COc1ccccc1)N1CCN=C1c1ccccc1 | -0.1% | 8% | 1% | -18% | 2% | -19% | -4.2% | -0.5% | 46%
Cc1ccc(S(=O)(=O)N2CCN(C(=O)N(C)C)CC2)cc1C | 0.0% | -3% | 0% | -7% | 12% | 6% | -1.1% | 0.4% | 2%
CCc1cc(=O)oc2cc(C)cc(OCC(=O)NCc3ccncc3)c12 | -0.2% | 14% | 9% | -26% | 26% | -5% | -6.2% | 1.6% | -49%
CCOc1ccccc1NC(=O)NCc1ccccn1 | 0.2% | 2% | -1% | -31% | 7% | -12% | -3.6% | -0.6% | 9%
CN(C)S(=O)(=O)c1ccc(C(=O)Nc2cc3c(cc2C(=O)O)OCCCO3)cc1 | 0.2% | 14% | 2% | -32% | 8% | 0% | -5.1% | 2.6% | -22%
Cn1c(=O)cc(OCCCC(=O)NCc2cccnc2)c2ccccc21 | 0.1% | -8% | 1% | -24% | ? | 22% | -1.4% | 0.9% | -1%

A portion of the library; rates above refer to the full screens.
